ABHD4 inh = ABHD4 (mouse) inhibition, primary FP screen; purified mABHD4, FP-Rh probe fluorescence polarization; inhibition, % at 8.92 µM; 370,000 compounds, 0.54% hits; AID 720543; Q8VD66;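 active means inhibition exceeding the mean over every tested compound plus 3 SD, cut at about 30% in these data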;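 further: 0% = plate median of compound wells and 100% = S159A mutant with DMSO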
Target sequence (Q8VD66 whole entry, looked up): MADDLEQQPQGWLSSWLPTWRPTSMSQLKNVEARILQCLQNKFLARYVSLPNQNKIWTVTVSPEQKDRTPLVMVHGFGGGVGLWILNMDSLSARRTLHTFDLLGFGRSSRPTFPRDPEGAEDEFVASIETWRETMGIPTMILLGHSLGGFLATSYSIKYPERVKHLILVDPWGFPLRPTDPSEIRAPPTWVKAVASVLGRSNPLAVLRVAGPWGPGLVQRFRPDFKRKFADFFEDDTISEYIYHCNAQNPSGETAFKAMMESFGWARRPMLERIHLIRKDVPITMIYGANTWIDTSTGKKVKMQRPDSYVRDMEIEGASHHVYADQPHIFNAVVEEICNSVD
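Material: mouse ABHD4 enzyme, wild type; Benchmarks: S159A mutant high control, sample median low control; Buffer or medium: HEPES pH 7.0, NaCl, Pluronic buffer; Signal: fluorescence polarization; Read-out: percent inhibition of probe binding, normalized to plate controls; Timing: pre-incubation 45 min, probe exposure 60 min, at 25 °C; Dosing: 8.92 µM, single dose.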
PRMT1 FP inh = inhibitors of human PRMT1. inhibition, % at 2.79 µM. Q99873. AID 652257. recombinant PRMT1, activity-based probe fluorescence polarization. 370,000 compounds, 1.3% hits;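 active means inhibition above about 21% made by adding two undisclosed values, limit read from the data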
NR1D1 modulator = Rev-erb alpha (human) modulation | P20393 | Rev-erbα–FITC-DNA binding, fluorescence polarization, 90 min | activity, % at 10 µM | 370,000 compounds, 0.79% hits | AID 1259318;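 active means activity above about 14%, limit read from the data; passing the limit was not always enough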;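 further: 0% = DMSO wells with 35 nM protein and 100% = DMSO wells with 750 nM protein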
Target sequence (P20393 whole entry, looked up): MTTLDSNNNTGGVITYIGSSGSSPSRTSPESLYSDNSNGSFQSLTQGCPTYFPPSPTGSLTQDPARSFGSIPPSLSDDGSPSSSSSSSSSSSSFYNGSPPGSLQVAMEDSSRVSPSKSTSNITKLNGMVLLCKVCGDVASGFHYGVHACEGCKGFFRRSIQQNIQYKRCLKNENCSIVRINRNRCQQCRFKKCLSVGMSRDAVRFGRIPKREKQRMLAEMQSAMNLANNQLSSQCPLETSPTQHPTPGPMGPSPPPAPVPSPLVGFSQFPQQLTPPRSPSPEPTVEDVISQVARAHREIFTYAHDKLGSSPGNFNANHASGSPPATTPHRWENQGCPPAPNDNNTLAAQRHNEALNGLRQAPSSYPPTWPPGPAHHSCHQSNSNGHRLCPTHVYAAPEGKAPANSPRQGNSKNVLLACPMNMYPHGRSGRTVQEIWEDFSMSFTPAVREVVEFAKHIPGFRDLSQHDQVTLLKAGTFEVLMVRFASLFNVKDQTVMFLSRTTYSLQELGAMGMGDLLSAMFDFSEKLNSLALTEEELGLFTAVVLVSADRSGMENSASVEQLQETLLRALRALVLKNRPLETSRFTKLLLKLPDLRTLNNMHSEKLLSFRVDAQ
TCR CD3 inh = inhibitors of human TCR-CD3 interaction; TAMRA-labeled TCR probe fluorescence, biochemical; 360,000 compounds, 0.37% hits; inhibition, % at 9.4 µM; in the data active means inhibition above about 19%;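 further: recombinant mutant TCR 2C K166C tagged with TAMRA read by polarization; 0% = receptor in buffer alone and 100% = receptor with positive control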
HTRA1 inhibitor = HTRA1 (human) protease inhibition. Q92743. recombinant HTRA1, FP-rhodamine activity-based probe, fluorescence polarization. inhibition, % at 5.96 µM. 340,000 compounds, 0.5% hits; in the data active means inhibition above about 36%;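 further: 0% = enzyme with DMSO and 100% = wells lacking enzyme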
LEDGF integ inh = blocks HIV-1 LEDGF/p75-dependent DNA integration | TR-FRET IN-LEDGF/p75 DNA integration, Eu/Cy5 | inhibition, % at 3.7 µM | 370,000 compounds, 0.64% hits;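 active means inhibition above the screen-wide mean plus 3 SD, cut at about 13% in these data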;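 further: signal is the Cy5 over europium emission ratio at 671 and 618 nm; 0% = plate median of compound wells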
rCAG binder = r(CAG) repeat RNA binding. TO-PRO-1 dye displacement fluorescence. AID 651821. 370,000 compounds, 1.3% hits. inhibition, % at 3 µM;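 active means inhibition above the plate cutoff, the mean of all test compounds on that plate plus 3 SD, cut at about 35% in these data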;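 further: 0% = DMSO alone and 100% = 100 µM mitoxantrone as full dye displacement; higher means more dye released from RNA so lower well fluorescence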
MBD2 DNA inh = blocks human MBD2 binding to methylated DNA | TR-FRET, MBD2 binding to methylated oligonucleotide | 370,000 compounds, 0.31% hits | AID 686964 | inhibition, % at 4.4 µM; in the data active means inhibition above about 13%
PG9 binder = PG9 antibody binding by small molecule. TR-FRET gp120-PG9 antibody binding. inhibition, % at 6.7 µM. 360,000 compounds, 0.43% hits. AID 624416; in the data active means inhibition above about 8.5%
UHRF1 binding = blocks human UHRF1 binding to methylated DNA | Q96T88 | UHRF1 binding to methylated oligo, TR-FRET | inhibition, % at 4.4 µM | 370,000 compounds, 0.75% hits; in the data active means inhibition above about 21%;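 further: UHRF1 SRA domain binding a hemimethylated CpG hairpin DNA probe; 0% = median of test compound wells and 100% = reference inhibitor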
* = called active by the depositor; nt = not tested or not shown.

SMILES	ABHD4 inh	PRMT1 FP inh	NR1D1 modulator	TCR CD3 inh	HTRA1 inhibitor	LEDGF integ inh	rCAG binder	MBD2 DNA inh	PG9 binder	UHRF1 binding
COCCn1c(SCc2nc3ccccc3c(=O)[nH]2)nc2ccccc2c1=O	-2	-1	0	5	-5	-1	0	-4	0.8	-2
CC1=CC(C)(C)Nc2ccc(OS(=O)(=O)c3ccc(C)cc3)cc21	11	5	1	3	1	1	3	-3	-0.4	-7
COC(=O)c1ccc(C)c(NS(=O)(=O)c2ccc(OC)cc2)c1	1	-1	0	4	0	-3	-2	5	-0.9	2
Cc1ccc(C2Oc3ccccc3C3=C2C(c2cccs2)n2ncnc2N3)cc1 (stereo not given)	-12	2	8	1	-40	3	3	3	0.1	3
CCOC(=O)[C@@]12CCC3=C1N(CCC3)C(=O)[C@H](CC(=O)N1CCSCC1)C2	3	-3	2	nt	nt	0	2	3	nt	0
CCCC(c1nnnn1CCC(C)C)N1CCC(C(N)=O)CC1 (stereo not given)	1	-2	1	3	2	1	-6	4	-0.2	1
O=C(Nc1ccc(Cl)c(Cl)c1)Oc1ccc(NC(=O)c2ccco2)cc1	-57	-2	-13	40*	-30	-3	11	-7	-0.8	-4
CCOC(=O)c1nc(Nc2ccc(N3CCC(C)CC3)cc2)c2ccccc2n1	17	0	-4	6	21	-2	1	4	0.6	0
O=C(CNC(=O)c1ccccc1Cl)NCCc1cccs1	3	2	-4	-6	-5	-2	3	-3	3.8	-4
COCCCNC(=O)C1CCC(=O)N(c2ccc3c(c2)OCO3)C1c1ccc(OC)cc1 (stereo not given)	2	0	0	0	-1	-3	2	-1	-0.3	-1
CSC1=NNC(c2ccc(C(C)(C)C)cc2)=NN1	1	1	1	2	-3	1	-3	0	-0.9	-1
Cn1ccc(NC(=O)Nc2cccc(C(F)(F)F)c2)n1	-3	5	0	-11	-1	-2	1	5	0.6	0
CN(C)N=Nc1ccc(S(=O)(=O)N2CCSC2C(=O)O)cc1 (stereo not given)	1	2	-4	5	10	3	4	1	-0.6	-2
CCOc1ccc(Br)cc1C1=CC(=O)C[C@H](c2ccc(OC)cc2)C1	-10	-1	6	-3	-36	0	-2	5	-1.2	18
Cc1cc(C(=O)NC(C)CCC(C)C)c2ccccc2n1 (stereo not given)	-6	0	-1	-2	4	-1	2	7	-2.5	5
CCOC(=O)C1(Cc2cccc(F)c2)CCN(CC2CC2)CC1	2	-4	1	7	5	4	-6	-1	-0.1	-3

Retrieved one by one from the list above, two records:
SMILES	ABHD4 inh	PRMT1 FP inh	NR1D1 modulator	TCR CD3 inh	HTRA1 inhibitor	LEDGF integ inh	rCAG binder	MBD2 DNA inh	PG9 binder	UHRF1 binding
CSC1=NNC(c2ccc(C(C)(C)C)cc2)=NN1	1	1	1	2	-3	1	-3	0	-0.9	-1
O=C(CNC(=O)c1ccccc1Cl)NCCc1cccs1	3	2	-4	-6	-5	-2	3	-3	3.8	-4

(listing goes on)
SMILES	ABHD4 inh	PRMT1 FP inh	NR1D1 modulator	TCR CD3 inh	HTRA1 inhibitor	LEDGF integ inh	rCAG binder	MBD2 DNA inh	PG9 binder	UHRF1 binding
CCN(C(=O)COC(=O)c1cccs1)c1c(N)n(Cc2ccccc2)c(=O)[nH]c1=O	7	-2	4	10	5	3	1	-5	1.3	-1
CC(O)C1CCC2C3CCC4CC(O)CCC4(C)C3C(=O)CC12C (stereo not given)	-1	3	-5	3	1	0	-8	5	-1.1	3
CC(=O)Nc1c2c(nn1-c1ccc(C)cc1)CS(=O)(=O)C2	10	-1	5	-2	10	-3	1	70*	-0.8	1
CC(C)(C)OC(=O)[C@H](Cc1ccccc1)NC(=O)c1ncn2c1c(=O)[nH]c1ccc(Br)cc12	5	-3	168*	0	-8	4	2	-1	8.5	1
Cc1nc(Nc2ccc3c(c2)OCCO3)c2c(C)c(C)sc2n1	5	0	0	-5	-3	1	-2	0	-0.3	0
Cc1ccc(C(=O)c2oc3ccc(Cl)cc3c2NC(=O)CN2CCN(C)CC2)cc1	12	6	7	-3	-7	-5	0	7	-1.1	16
C/C(CC(=O)Nc1ccccn1)=N\NC(=O)c1cccc(C)c1	1	-3	0	2	-10	2	-3	-4	1.2	-6
CCc1ccc(NC(=S)N2CCN(C)CC2)cc1	2	-3	0	-4	-2	4	0	-1	0.0	0
NS(=O)(=O)c1ccc(CCNC(=O)COC(=O)CCN2C(=O)C3CC=CCC3C2=O)cc1 (stereo not given)	3	-1	-2	8	2	4	0	-3	-0.3	-1
CCOc1cc(C2C(C(=O)c3ccccc3)=C(C(=O)OC)Nc3nnnn32)ccc1O (stereo not given)	3	-3	0	-4	3	1	2	2	0.6	0
COc1ccccc1-c1cccc([C@@H]2C[C@H]3[C@H](CON3C)CN2S(=O)(=O)c2ccccc2C)c1	-2	3	0	-2	-9	0	3	3	-1.6	-1
COc1cc(-c2nc3ccc(C)cn3c2Nc2ccc3c(c2)OCCO3)ccc1O	11	7	-4	-13	8	-4	6	-2	-3.9	4
O=c1[nH]c(CN2CCN(c3ccccc3)CC2)nc2ccccc12	1	0	-4	-6	4	-1	-1	1	-0.7	-2
Cc1cc(Br)ccc1NC(=O)CNC(=O)CNc1cccc([N+](=O)[O-])c1	-3	0	-1	-10	-2	-6	4	0	-0.6	2
OCC1CCCN(Cc2cn(Cc3ccccc3)nc2-c2cc3ccccc3o2)C1 (stereo not given)	2	-7	-1	4	-5	6	-9	-7	-2.8	-3
COC(=O)Cc1ccc(NC(=O)c2cccs2)cc1	3	0	0	2	3	1	1	6	-0.2	9
COc1ccccc1C(=O)Nc1ccc(S(=O)(=O)Nc2onc(C)c2C)cc1	-14	-4	6	-5	0	8	13	-5	-2.5	0
COCCn1c(COc2cccc(OC)c2)nnc1SCC(=O)NC1CCCCC1	-2	1	-5	1	-6	-7	-2	3	1.9	3
COC(=O)c1ccc(S(=O)(=O)N2CCN(CCO)CC2)n1C	-8	4	1	-5	8	-1	-3	-4	-1.4	0
COc1ccc(CC(=O)NC(=S)Nc2cccc(CO)c2)cc1	0	5	9	-4	nt	0	-3	1	0.6	1
Cc1ccc[n+](-c2nc([O-])sc2C=O)c1	0	58*	-7	7	0	2	-113	-3	-0.5	-6
CCN(CC)C(=O)c1cc2sc3ccccc3c2s1	-1	-2	-1	1	-11	-1	-1	-4	1.2	1
O=C(/C=C/c1ccccc1[N+](=O)[O-])N1CCN(c2ccc(F)cc2)CC1	2	-1	-1	3	-1	-2	-8	-2	-0.1	0
O=C(O)CSc1c2c(nc3cc(C(=O)Nc4cccc(C(F)(F)F)c4)ccc13)CCCC2	-1	1	10	5	-13	-1	10	-5	7.0	-1
CCOC(=O)C1=C(C)SC2=NS(=O)(=O)CCN21	6	0	1	-5	3	1	-1	5	-1.2	-1
Cc1ccc2c(c1)sc(=NC(=O)c1cccs1)n2C	-10	-1	43*	-1	-42	-1	7	-8	0.3	-3
CN1CCN(C(=O)c2cc3c(=O)n4ccccc4nc3s2)CC1	0	-2	-1	4	-4	1	-2	-3	0.4	-5
O=C(Nc1ccc(S(=O)(=O)N2CCOCC2)cc1)C1CCN(S(=O)(=O)c2ccc(F)cc2)CC1	-5	4	6	-8	-5	0	8	0	0.4	-3
C#CC1(O)CCC2C3CCC4=Cc5oncc5CC4(C)C3CCC21C (stereo not given)	-6	-4	4	0	nt	0	3	-2	-0.8	-1
CC(CC(=O)NC1CCCCC1)S(=O)(=O)c1ccc2c(c1)NC(=O)CO2 (stereo not given)	2	1	-8	1	6	0	0	1	-3.0	-1
CC(=O)Oc1ccccc1C(=O)NC(C)CCc1ccccc1 (stereo not given)	-3	-4	0	-2	2	1	-3	-2	-1.6	0
CCOc1ccc(NS(=O)(=O)c2cc3c(cc2C)N(C)CCO3)cc1	8	-3	-2	4	1	-1	5	0	-0.2	2
O=C(CSc1nncs1)NC(=O)NCc1ccccc1	1	2	-1	5	-5	0	0	-1	-2.4	-1
COc1cc2c(cc1OC)C(c1ccccc1)N(C(=O)CCl)CC2 (stereo not given)	8	2	-5	-6	6	3	-5	4	0.6	-2
Cc1ccc2nc(SCC(=O)Nc3cccc(S(N)(=O)=O)c3)[nH]c2c1	-4	9	4	-10	-5	-6	10	1	-1.9	5
O=C(OC12CCCN(C1)/C(=C/c1ccccc1)C2)c1ccc(Cl)cc1 (stereo not given)	-1	-5	0	nt	nt	3	3	-3	nt	-4
O=C(NCc1cccs1)C1CCC(CNS(=O)(=O)c2ccc(Br)s2)CC1 (stereo not given)	-2	1	-2	3	-9	-2	-3	2	-1.6	-3
CCOC(=O)c1ccc(S(=O)(=O)N2CCN(C3CCCC3)CC2)cc1	-1	0	-4	-1	nt	-4	-8	4	-0.7	3
CC(C)(C)NCc1cc(Cl)ccc1OCc1ccccc1F	1	1	-3	-2	0	0	4	4	-1.0	-3
Cc1cccc(N=C2NN=C(c3c(C)[nH]c4ccccc34)CS2)c1	4	13	11	0	26	-1	26	4	-0.6	-4
CCOC(=O)Cn1c(=N)n(Cc2ccccc2)c2ccccc21	0	-4	nt	6	3	-2	9	-4	1.0	2
COc1ccc(/C=N/OCC(=O)NCC(C)C)c(OC)c1	2	3	3	-3	1	-2	-6	1	-1.2	-2
COc1ccc(NC2SC(=O)N(C)C2=O)cc1 (stereo not given)	2	-5	0	4	7	5	0	-1	-0.9	3
CCCN(CC1CC1)C(=O)COC(=O)c1[nH]c(C)c(C(=O)OCC)c1C	1	-1	2	6	-10	0	-8	1	-1.8	-1

Some of the compounds tested; rates above refer to the full screens.
